# RGS12 GoLoco inh: blocks human Gai1 binding to RGS12 GoLoco peptide, red readout; Potency, µM (doses to about 61.6 µM), without a hit: top-dose activity, negative = inhibition, usual class: inhibitors; P63096; Gai1:RGS12 GoLoco peptide FP, rhodamine, 10 min; 230,000 tested, 0.44% active; active = well fitted inhibition curve with a large enough effect, not every such curve was filed as active; inactive = no such curve, though single readings can be large or run the other way; also: nearly all actives have a fitted effect of over 30% in size; many of its hits are not listed in these tables
# RECQ1 inh: inhibitors of human RECQ1 DNA helicase | P46063 | RECQ1 DNA unwinding, red fluorescence kinetic read | Potency, µM (series often up to 57.3 µM), without a hit: at the top dose activity, negative = inhibition, most hits filed as inhibitors | 240,000 tested, 0.54% active | AID 2549;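 also: plate controls were vehicle for no effect and no enzyme for full effect; nearly all actives have a fitted effect of over 30% in size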
# Target sequence (P46063 whole entry, looked up): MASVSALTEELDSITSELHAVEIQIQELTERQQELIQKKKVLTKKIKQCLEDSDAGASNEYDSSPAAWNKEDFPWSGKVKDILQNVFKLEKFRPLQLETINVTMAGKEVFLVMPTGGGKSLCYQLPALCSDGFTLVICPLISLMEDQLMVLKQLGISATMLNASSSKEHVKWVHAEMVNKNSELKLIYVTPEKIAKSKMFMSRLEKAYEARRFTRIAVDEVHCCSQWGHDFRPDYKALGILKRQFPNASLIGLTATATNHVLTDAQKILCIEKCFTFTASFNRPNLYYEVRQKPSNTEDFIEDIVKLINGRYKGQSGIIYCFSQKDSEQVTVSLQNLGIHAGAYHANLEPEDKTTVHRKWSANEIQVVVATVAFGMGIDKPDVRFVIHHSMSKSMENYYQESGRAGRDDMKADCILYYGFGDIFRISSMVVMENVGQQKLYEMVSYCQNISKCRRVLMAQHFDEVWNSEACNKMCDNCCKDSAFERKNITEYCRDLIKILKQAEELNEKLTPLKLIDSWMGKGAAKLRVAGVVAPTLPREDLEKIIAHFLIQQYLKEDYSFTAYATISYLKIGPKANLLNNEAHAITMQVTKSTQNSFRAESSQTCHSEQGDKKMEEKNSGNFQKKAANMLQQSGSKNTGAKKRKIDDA
#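 50 nM RECQ1T1 preincubated 15 min with compound in Tris pH 8.0 buffer with MgCl2, DTT, Tween-20 and 2.5 ug/ml poly(dI-dC); started with 200 nM TAMRA/BHQ-2 forked duplex and 2 mM ATP. Unwinding read as fluorescence (525/598 nm), two reads 2 h apart.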
# Tau fibril ThT: inhibitors of human tau fibril formation, thioflavin T binding | 270,000 tested, 2.1% active | P10636 | Potency, µM (titrated, usually from 57.4 µM), for the others: top-dose activity, negative = inhibition, most hits filed as inhibitors | recombinant tau K18 P301L (four-repeat tau fragment), heparin-induced fibrillization, ThT fluorescence; also: nearly all actives have a fitted effect of over 55% in size
#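 K18 P301L tau (15 uM + 0.24 uM Alexa 594-tagged), heparin 20 uM, NaOAc pH 7, 6 h 37 C; ThT 30 uM, 1 h RT, ex 450/em 510 nm.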
# TRb-SRC2 inh: inhibitors of human thyroid hormone receptor beta-SRC2 interaction. 280,000 tested, 0.065% active. TRbeta-SRC2 peptide binding, fluorescence polarization; receptor liganded with 1 µM T3. Potency, µM (series often up to 106 µM), inactives show top-dose activity change, negative = inhibition, usual class: inhibitors;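 also: plate controls were bound peptide for no effect and peptide without receptor for full effect; nearly all actives have a fitted effect of over 50% in size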
# Target sequence (P10828 whole entry, looked up): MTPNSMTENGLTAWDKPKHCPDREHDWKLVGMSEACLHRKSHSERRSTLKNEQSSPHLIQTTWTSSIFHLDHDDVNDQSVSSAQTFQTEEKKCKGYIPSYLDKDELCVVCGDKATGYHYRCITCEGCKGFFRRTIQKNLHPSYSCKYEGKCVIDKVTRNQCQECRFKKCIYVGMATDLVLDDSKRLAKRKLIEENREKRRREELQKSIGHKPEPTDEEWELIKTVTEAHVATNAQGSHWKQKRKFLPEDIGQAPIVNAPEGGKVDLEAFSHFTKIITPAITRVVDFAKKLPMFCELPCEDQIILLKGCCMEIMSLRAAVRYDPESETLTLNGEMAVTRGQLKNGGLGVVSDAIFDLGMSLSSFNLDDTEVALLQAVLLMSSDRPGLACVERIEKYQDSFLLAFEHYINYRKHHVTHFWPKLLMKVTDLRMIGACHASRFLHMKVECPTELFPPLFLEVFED
#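 Human TRb LBD (0.6 uM) plus Texas Red-labeled SRC2 peptide (20 nM), 1uM T3, 5% DMSO, 5 hr at ambient temperature. Decreased polarization (555/632 nm) flags inhibition; data normalized to free and bound peptide controls.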
# KDM4E inh: JMJD2E (human) inhibition; JMJD2E catalytic domain, FDH-coupled NADH fluorescence (FDH is formaldehyde dehydrogenase); Potency, µM (top dose mostly 57.1 µM), for the others: at the top dose activity change, negative = inhibition, most hits filed as inhibitors; 230,000 tested, 1.6% active; active = well fitted inhibition curve with a large enough effect, not every such curve was filed as active; inconclusive = small, poorly fitted or top-dose-only effect, or another doubt; inactive = no such curve, though single readings can be large or run the other way;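 also: 0% = wells with enzyme and -100% = buffer wells without enzyme; nearly all actives have a fitted effect of over 50% in size; many of its hits are not listed in these tables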
# Tau fibril FP: blocks human tau fibril formation measured by polarization. P10636. K18 P301L tau heparin fibrillization, Alexa594 FP, 6 h. Potency, µM (highest dose often 57.7 µM), inactives show at the top dose activity, negative = inhibition, hits mostly inhibitors. 280,000 tested, 0.39% active. AID 1468; also: nearly all actives have a fitted effect of over 55% in size
#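 Steps: dispense K18 P301L tau (15 uM plus 0.24 uM Alexa 594 tracer, final) in pH 7 sodium acetate; add compound; add heparin (20 uM final); incubate 6 hr, 37 C; add ThT (30 uM final); after 1 hr ambient, read FP.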
# TR SRC2 fluor cs: alters Texas Red total fluorescence, flagging assay interference; TRb/SRC2 Texas Red total fluorescence interference; Potency, µM (highest dose often 106 µM), for the others: top-dose fluorescence change, negative = quenching; 280,000 tested, 0.29% active; active = well fitted curve in either direction with a large enough effect; inconclusive = small, poorly fitted or top-dose-only effect
#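 Flags fluorescent or light-absorbing compounds by total fluorescence, S + 2P, at 555 nm excitation and 632 nm emission. Mixture: 20 nM Texas Red SRC2 peptide, 0.6 uM human TRb LBD, 1 uM T3, 5% DMSO; compound exposure 5 h at ambient temperature.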
# L3MBTL1 block: blocks human L3MBTL1; Q9Y468; AlphaScreen L3MBTL1–H3K9me1 peptide binding; Potency, µM (highest dose often 57.1 µM), without a hit: top-dose activity, negative = inhibition, hits mostly inhibitors; 230,000 tested, 0.66% active; also: nearly all actives have a fitted effect of over 60% in size
#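 AlphaScreen proximity signal between nickel-chelate acceptor and streptavidin donor beads (final 10 ug/mL) reports binding of 50 nM L3MBTL1 to 75 nM biotin-H3 K9me1 peptide; complex incubated with compounds 30 min at room temperature; cefsulodin titration as control.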
# Numbers without * were called inactive; i = inactive; ? = inconclusive; . = no result given; [ ] = remark or other dose. Unless noted, calls follow the shape of the dose curve; as a rule, active = well fitted curve in the direction sought with a large enough effect; inconclusive = small, poorly fitted or top-dose-only effect, or another doubt; inactive = no such curve, though single readings can be large; an effect the other way counts as inactive or inconclusive. Unless noted, % is scaled to controls: 0 for no effect and ±100 for the full control effect; potency is read from the fitted curve at half-maximal effect. These rows are one share of the data; the hit share may differ from the screen's.
mol,RGS12 GoLoco inh,RECQ1 inh,Tau fibril ThT,TRb-SRC2 inh,KDM4E inh,Tau fibril FP,TR SRC2 fluor cs,L3MBTL1 block
CCOC(=O)c1sc(NC(=O)CCN2CCN(CC)CC2)c(C(=O)OCC)c1C,3%,6%,16%,-9%,-1%,0%,0%,5%
C/C(CC(=O)NCc1ccco1)=N\NC(=O)Cc1ccc(Cl)cc1,7%,0%,1%,7%,4%,3%,3%,-5%
Cn1cccc1/C=C1/SC(=S)N(CC(=O)O)C1=O,-2%,3%,16µM*,8%,22µM*,-3%,-8%,.
Cc1nn(-c2ccc(F)cc2)c(Cl)c1/C=C(\CCC(=O)O)c1nc2ccccc2s1,1%,i,?,-8%,5%,4%,0%,-1%
Cc1ccc(CNC(=O)c2cc3c(s2)-c2ccccc2SC3)cc1,.,.,-2%,3%,.,?,0%,.
O=C(CCOc1ccccc1)Nc1ccccc1[N+](=O)[O-],12%,-12%,-15%,-2%,-22%,11%,0%,.
COc1ccccc1-n1cnnc1SCC(=O)c1ccc[nH]1,10%,-3%,-4%,-6%,4%,4%,1%,-15%
O=C(c1ccc2c(c1)N(Cc1cccc(Cl)c1)C(=O)c1ccccc1S2(=O)=O)N1CCN(Cc2ccccc2)CC1,.,.,13%,-8%,.,-6%,-1%,.
CCn1cc(C(=O)NCC2CCCO2)c(=O)c2cc(S(=O)(=O)N(C)C3CCCCC3)ccc21 (centres undefined),7%,0%,-14%,3%,7%,-2%,-1%,13%
CCOC(=O)C1CCCn2c1nc1sc3c(c1c2=O)CCCC3 (centres undefined),2%,-11%,-9%,3%,-6%,1%,1%,-2%
Cc1c(Cl)cccc1NC(=O)Nc1ccn(C)n1,-1%,-2%,-14%,-8%,-5%,-2%,-2%,3%
CCc1ccc(S(=O)(=O)NCc2ccc3c(c2)CCN3C(=O)c2ccc(C)cc2)cc1,.,.,-13%,1%,.,-4%,-1%,.
COc1ccc(CCNC(=O)Cc2cc(OC)c(OC)cc2[N+](=O)[O-])cc1OC,-1%,-13%,-9%,6%,3%,-5%,0%,-1%
Cc1ccc(S(=O)(=O)N2CCN(S(=O)(=O)c3ccc(C)cc3)C2c2ccccc2)cc1,-18%,-11%,4%,-19%,-6%,-13%,1%,.
CSc1ccccc1C(=O)NCCSC(C)(C)C,2%,-13%,-2%,-5%,9%,3%,5%,.
Oc1ccc(CN2CCC(Cc3ccccc3)CC2)c2cccnc12,12%,-8%,?,-7%,?,-4%,0%,.

# Part of the list above in a different format:
CCc1ccc(S(=O)(=O)NCc2ccc3c(c2)CCN3C(=O)c2ccc(C)cc2)cc1
  RGS12 GoLoco inh = .; RECQ1 inh = .; Tau fibril ThT = -13%; TRb-SRC2 inh = 1%; KDM4E inh = .; Tau fibril FP = -4%; TR SRC2 fluor cs = -1%; L3MBTL1 block = .
COc1ccc(CCNC(=O)Cc2cc(OC)c(OC)cc2[N+](=O)[O-])cc1OC
  RGS12 GoLoco inh = -1%; RECQ1 inh = -13%; Tau fibril ThT = -9%; TRb-SRC2 inh = 6%; KDM4E inh = 3%; Tau fibril FP = -5%; TR SRC2 fluor cs = 0%; L3MBTL1 block = -1%

# The results go on:
mol,RGS12 GoLoco inh,RECQ1 inh,Tau fibril ThT,TRb-SRC2 inh,KDM4E inh,Tau fibril FP,TR SRC2 fluor cs,L3MBTL1 block
O=C(CSc1cccc2cccc(Cl)c12)NC1=NCCS1,3%,-7%,-12%,-1%,-2%,-18%,-1%,.
N=c1n(Cc2ccc(Cl)cc2)c2ccccc2n1CC(O)c1ccco1 (centres undefined),2%,-1%,7%,8%,1%,-6%,1%,0%
Cc1nc(N2CCOCC2)c2c(C(=O)N3CCN(c4ccccc4)CC3)c(C)oc2n1,.,.,11%,2%,.,-2%,-6%,.
COc1ccc(C(C(=O)NC2CCCCC2)N(C(=O)Cc2c[nH]c3ccccc23)c2ccccc2)cc1OC (centres undefined),3%,0%,-3%,5%,-1%,8%,-1%,-18%
CCOc1cc(C(=O)N(Cc2nc(-c3ccc(C)cc3)no2)C(C)C)cc(OCC)c1OCC,.,.,?,3%,.,10%,-7%,.
CN1CCC(N(C)C(=O)CNC(=O)c2ccc(C(C)(C)C)cc2)CC1,3%,7%,-8%,3%,5%,9%,-5%,.
O=C(CCc1ccccc1)N1CCN(c2ccccc2F)CC1,4%,i,-4%,-3%,-1%,0%,0%,4%
Cc1cccc(N(C(=O)CNC(=O)c2ccco2)C(C(=O)NC2CCCC2)c2ccncc2)c1 (centres undefined),2%,3%,-9%,-3%,0%,0%,1%,-7%
COC(=O)c1cc(NC(=O)c2ccc(-c3ccc(Cl)cc3Cl)o2)cc(C(=O)OC)c1,.,.,-3%,-10%,.,?,-2%,.
CC(C)CC(=O)Nc1cccc(NC(=O)c2ccccc2Cl)c1,-5%,-3%,1%,0%,4%,-5%,1%,3%
COc1ccccc1C(=O)N1CCNC(=O)C1CC(=O)Nc1ccc(Cl)cc1 (centres undefined),0%,-6%,-11%,4%,1%,-1%,-1%,1%
Cc1ccc(CSc2ncc(Cl)c(C(=O)Oc3ccc(F)cc3)n2)cc1,.,.,?,-9%,.,-5%,0%,.
O=C(Nc1ccc(O)cc1C(=O)O)c1ccc2c(c1)C(=O)N(Cc1ccco1)C2=O,1%,i,?,0%,5%,7%,-10%,-7%[11.4 µM]
Cc1ccc(OCC(O)Cn2c3ccccc3c3ccccc32)cc1 (centres undefined),7%,?,-5%,4%,?,?,3%,10%
CC(C)c1c(O)ccc2c1CCC1[C@@](C)(C=O)CCC[C@@]21C (some centres undefined),0%,i,-17%,8%,-2%,3%,-3%,.
CC1CCCC/C1=N\NC(=S)Nc1ccccc1 (centres undefined),11%,i,?,0%,-7%,0%,2%,-9%
COc1ccc(C2OC[C@H]3O[C@H](O)[C@H](NC(C)=O)[C@@H](O)[C@@H]3O2)cc1 (some centres undefined),11%,-8%,-14%,0%,-2%,10%,1%,-3%
O=C(Nc1cccc2ncccc12)c1ccc2c(c1)OCCO2,-8%,-6%,-10%,-7%,-3%,-4%,2%,.
CNc1ccncc1S(=O)(=O)NC,-8%,-20%,-7%,2%,-7%,-8%,-3%,3%
COc1ccccc1-c1csc(NC(=O)c2cc(-c3cccs3)nc3ccccc23)n1,0%,?,2%,6%,?,?,0%,-9%
CC1(C)CC(=O)c2sc(N)nc2C1,-4%,-4%,8%,5%,2%,-2%,4%,-1%
Cc1ccc(S(=O)(=O)NCC(=O)NCC(=O)OCC(=O)N2CC(=O)Nc3ccccc32)cc1C,14%,i,6%,-4%,-5%,-9%,-1%,1%
COc1ccc2c(C)c(CCC(=O)NCc3ccccc3OC)c(=O)oc2c1,.,.,6%,4%,.,-2%,4%,.
NC(=O)NC(=O)COC(=O)c1cccnc1Nc1ccccc1F,17%,-3%,0%,-5%,-26%,-16%,-1%,-11%
COc1ccc(N2CC(NC(=O)c3c(F)cccc3Cl)CC2=O)cc1OC (centres undefined),.,.,-5%,-3%,.,-2%,-1%,.
Cc1onc(-c2ccccc2)c1C(=O)c1ccccc1,11%,-13%,-6%,-11%,-2%,-1%,-2%,13%
CCCNC(=O)Nc1cc(OCC)c(N2CCOCC2)cc1OCC,9%,-2%,-4%,-23%,?,-7%,4%,13%
CCc1c(CN2CCN(c3cccc(C)c3C)CC2)csc1C,.,.,-14%,-13%,.,1%,-3%,.
O=C(OC1C2CCC1C1CN(CCc3ccccc3)CC12)c1ccccc1 (centres undefined),-2%,-4%,-9%,-6%,10%,11%,-1%,-2%
COc1ccc(N=Cc2c(C)[nH][nH]c2=O)cc1,-4%,-11%,-2%,-13%,5%,-5%,0%,-38%
COC(=O)/C=C/c1cccc([C@H]2[C@@H]3C=CC[C@@H](C)[C@@H]3C(=O)N2Cc2ccccc2)c1,-13%,i,?,-18%,.,-3%[81.3 µM],?,-4%
CCOc1ccc(C(=O)NCCC2=CCCCC2)cc1OCC,5%,i,-7%,-10%,-27%,0%,-1%,-1%
Cc1c(N(C)C(=O)C2CCCN2S(=O)(=O)c2ccccc2)c(=O)n(-c2ccccc2)n1C (centres undefined),-5%,7%,8%,-7%,-14%,5%,-1%,.
Cc1ccc2cccc(OCC(=O)N3CCc4ccccc43)c2n1,-9%,-6%,?,5%,?,?,-1%,.
CC(NC1CCCC1)C(=O)Nc1ccccc1-c1ccccc1 (centres undefined),5%,1%,-4%,-4%,-29%,-1%,-1%,-2%
CCCCn1c(SCC(=O)N(CC)C2CCS(=O)(=O)C2)nnc1C(CC)N(C)C (centres undefined),1%,-3%,1%,6%,2%,-3%,0%,-1%
CCc1nc(NCCN)c(C#N)c2c1CSC(C)(C)C2,9%,i,-4%,4%,?,-3%,-1%,.
Cc1ccc(Nc2nc3ccccc3[nH]2)nc1,-3%,-2%,-18%,3%,3%,-2%,-8%,18%
Cc1noc(C)c1COC(=O)c1ccc(S(=O)(=O)NCc2ccco2)cc1,2%,-16%,?,-13%,-7%,-8%,0%,-12%
COC(=O)c1ccccc1NC(=O)CN(C)S(=O)(=O)c1cc(C)ccc1OC,-7%,-17%,-1%,-13%,?,7%,-4%,3%
Cc1noc(C)c1C(=O)N1CCOCC1,-2%,-8%,-2%,3%,4%,5%,1%,.
CCOC(=O)c1cc(-c2ccccc2)sc1NC(=O)COC(=O)c1cccc(S(N)(=O)=O)c1,10%,i,3%,7%,-14%,-5%,-1%,2%
O=C(CSc1nc(=O)[nH]c2c1CCC2)Nc1cc(C(F)(F)F)ccc1Cl,.,.,-9%,-29%,.,-10%,?,.
CCCCOC(=O)c1ccc(Nc2nnc(-n3nc(C)cc3C)c3ccccc23)cc1,.,.,-19%,-4%,.,?,-3%,.
COc1ccc(Cc2nnc(NC(=O)c3ccccc3[N+](=O)[O-])s2)cc1,5%,i,-4%,-3%,17%,10%,-2%,5%

# Bioassay records as filed in PubChem BioAssay.
